CXCR6 inh = inhibitors of human CXCR6 receptor; O00574; CHO-K1 PathHunter CXCR6 beta-arrestin, luminescence; inhibition, % at 20 µM; hit rate 0.36% among 360,000; AID 602244; in the data active = inhibition above about 34%, passing the limit was not always enough;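 note: antagonist mode with CXCL16 agonist at 10 nM final; 0% = 10 nM CXCL16 with DMSO and 100% = unstimulated wells without agonist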
APJ antag = antagonists of human APJ apelin receptor. AID 2521. inhibition, % at 20 µM. P35414. hit rate 0.32% among 330,000. CHO-K1 APJ beta-arrestin complementation, luminescence;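 active = inhibition above about 40% at 20 µM, limit read from the data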;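 note: cells challenged with 10 nM apelin-13 agonist together with compound; plate controls were apelin-13 plus DMSO wells for no effect and DMSO wells lacking apelin-13 for full effect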
Target sequence (P35414 whole entry, looked up): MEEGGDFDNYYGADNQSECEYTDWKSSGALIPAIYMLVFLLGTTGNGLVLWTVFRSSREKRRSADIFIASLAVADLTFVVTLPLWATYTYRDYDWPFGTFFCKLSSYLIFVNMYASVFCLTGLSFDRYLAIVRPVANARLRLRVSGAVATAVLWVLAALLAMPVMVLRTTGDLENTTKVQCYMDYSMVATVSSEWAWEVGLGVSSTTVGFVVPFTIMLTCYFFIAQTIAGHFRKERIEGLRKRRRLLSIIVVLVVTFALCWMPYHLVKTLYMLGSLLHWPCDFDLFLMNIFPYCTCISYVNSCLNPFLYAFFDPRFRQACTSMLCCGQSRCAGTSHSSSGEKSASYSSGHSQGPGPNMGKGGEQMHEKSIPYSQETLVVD
APJ ag = agonists of human APJ apelin receptor | P35414 | CHO-K1 APJ PathHunter beta-arrestin, luminescence; 0% DMSO wells, 100% apelin | activation, % at 20 µM | hit rate 0.11% among 330,000 | AID 2520;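 active = activation more than six SD over the plate average, tested at 20 µM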;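 note: 0% = DMSO alone and 100% = apelin-13 at 10 nM; some results filed as inactive read as strong as hits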
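Assay system – PathHunter CHO-K1 APJ (AGTRL-1) beta-arrestin reporter cells · Compound – one dose, 20 µM compound, 1% DMSO · Timing – compound 90 min 25 °C, reagent 1 h · Measured by – luminescence from split beta-galactosidase complementation, Galacton Star/Emerald II substrate · Measure – beta-arrestin recruitment to APJ as agonist activity, luminescent signal · Benchmarks – DMSO vs Apelin-13 10 nM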
UBC13 inh = human UBC13 polyubiquitination inhibition; UBC13 polyubiquitin chain formation, TR-FRET; P61088; AID 485273; inhibition, % at 20 µM; hit rate 0.47% among 330,000; in the data active = inhibition above about 45%, passing the limit was not always enough
Target sequence (P61088 whole entry, looked up): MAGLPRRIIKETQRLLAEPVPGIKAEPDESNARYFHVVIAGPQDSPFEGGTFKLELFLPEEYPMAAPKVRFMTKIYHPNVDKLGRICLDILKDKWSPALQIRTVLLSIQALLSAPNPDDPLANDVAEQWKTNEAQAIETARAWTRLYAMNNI
CCR6 antag = antagonists of human CCR6 receptor; AID 493098; CHO-K1 CCR6 PathHunter beta-arrestin, luminescence, CCL20-stimulated; inhibition, % at 20 µM; hit rate 0.49% among 340,000;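 active = compounds whose inhibition of the agonist-driven luminescence signal at 20 µM reaches about 50%, limit read from the data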;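 note: cells stimulated with CCL20 at 14 nM final; plate controls were DMSO with CCL20 for no effect and DMSO without agonist for full effect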
EBI2 block = antagonists of human EBI2 receptor. EBI2 beta-arrestin recruitment, luminescence, 7a,25-OHC stimulated. P32249. inhibition, % at 5 µM. hit rate 0.81% among 360,000. AID 651636; in the data active = inhibition above about 38%;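 note: enzyme fragment complementation signal reports receptor beta-arrestin coupling in cells; 0% = agonist plus DMSO wells and 100% = wells without agonist; some results beyond the cut were filed as inactive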
Target sequence (P32249 whole entry, looked up, the tested form may be a part): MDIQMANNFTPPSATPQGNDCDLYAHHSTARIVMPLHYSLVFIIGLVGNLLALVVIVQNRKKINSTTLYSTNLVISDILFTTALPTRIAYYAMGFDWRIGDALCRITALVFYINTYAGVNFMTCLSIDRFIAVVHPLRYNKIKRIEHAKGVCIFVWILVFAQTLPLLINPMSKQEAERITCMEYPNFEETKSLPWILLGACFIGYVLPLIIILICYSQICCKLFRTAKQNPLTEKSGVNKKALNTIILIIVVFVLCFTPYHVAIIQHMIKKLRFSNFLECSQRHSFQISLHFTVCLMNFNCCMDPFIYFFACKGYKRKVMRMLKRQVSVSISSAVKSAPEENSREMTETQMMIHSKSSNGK
ATG4B inhibitor = inhibitors of human ATG4B cysteine protease; Q9Y4P1; ATG4B cleavage of LC3-PLA2, NBD-HPC fluorescence, 1 h; inhibition, % at 8.33 µM; hit rate 0.51% among 340,000; in the data active = inhibition above about 40%
Gli-Sufu antag = antagonists of Gli-Sufu signaling. hit rate 0.74% among 340,000. Sufu-KO-LIGHT fibroblasts, Gli luciferase reporter luminescence. inhibition, % at 5 µM;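 active = inhibition above about 55%, limit read from the data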;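 note: 0% = DMSO-treated cells and 100% = wells with medium but no cells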
* marks the source's active call; other numbers are inactive results; . = no result given; & = joins results of further samples. Only part of the results is shown; rates above refer to the full screens.

#	SMILES	CXCR6 inh	APJ antag	APJ ag	UBC13 inh
1	C[C@H]1c2cccc(O)c2C(O)=C2C(=O)C3(O)C(O)=C(C(N)=O)C(=O)[C@@H](N(C)C)[C@@H]3[C@@H](O)[C@@H]21 (some centres undefined)	5	-5	5	20
2	CC1(C)Oc2ccc(C#N)cc2[C@@H](N2CCCC2=O)[C@@H]1O	1	9	-4	2
3	CCC12CCCN3CCc4c(n(c5ccccc45)C(O)(C(=O)OC)C1)C32 (centres undefined)	-7	-91	-3	-10
4	COc1ccccc1OC(=O)Oc1ccccc1OC	-1	.	.	.
5	C/C=C(/C)C(=O)O[C@@H]1c2cc3c(c4c2[C@@]2(CO4)C(=O)C(OC)=C(OC)C=C2C[C@@H](C)[C@H]1C)OCO3	-3	15	2	-5
6	Nc1cc(=O)[nH]c(N)n1	2	10	-2	1
7	C[C@H]1c2cccc(O)c2C(O)=C2C(=O)[C@]3(O)C(O)=C(C(N)=O)C(=O)[C@@H](N(C)C)[C@@H]3[C@@H](O)[C@@H]21	2	15	1	11
8	CCOC(=O)Nc1ccc2c(c1)N(C(=O)CCN1CCOCC1)c1ccccc1S2	5&9	-21&-3	-1&-1	-3&1
9	CCN(CC)S(=O)(=O)c1ccc(C(=O)O)cc1	-7	17	5	1
10	CCC(Cc1c(I)cc(I)c(N)c1I)C(=O)O (centres undefined)	-6	1	-4	-9
11	C#C[C@]1(O)CC[C@H]2[C@@H]3CCC4=CC(=O)CC[C@@H]4[C@H]3CC[C@@]21CC	-3&5	4	2	1
12	O=C1c2ccccc2C(=O)c2c(O)c(O)cc(O)c21	22	-10	-1	-6

#	CCR6 antag	EBI2 block	ATG4B inhibitor	Gli-Sufu antag
1	-3	0	32	-7
2	-2	3	-2	0
3	-4	-5	-4	8
4	12	6	-4	1
5	10	-8	3	4
6	0	-4	-3	-3
7	-1	-1	40*	0
8	14&-7	6&2	-4&-6	-2
9	-1	-8	-6	-17
10	5	8	0	0
11	4&9	-5&-5	-3&-4	17&7
12	40	-4	14	20

Record cards, as listed above:
Record of `C[C@H]1c2cccc(O)c2C(O)=C2C(=O)C3(O)C(O)=C(C(N)=O)C(=O)[C@@H](N(C)C)[C@@H]3[C@@H](O)[C@@H]21` (some centres undefined) : CXCR6 inh: 5; APJ antag: -5; APJ ag: 5; UBC13 inh: 20; CCR6 antag: -3; EBI2 block: 0; ATG4B inhibitor: 32; Gli-Sufu antag: -7
Record of `CCOC(=O)Nc1ccc2c(c1)N(C(=O)CCN1CCOCC1)c1ccccc1S2` : CXCR6 inh: 5&9; APJ antag: -21&-3; APJ ag: -1&-1; UBC13 inh: -3&1; CCR6 antag: 14&-7; EBI2 block: 6&2; ATG4B inhibitor: -4&-6; Gli-Sufu antag: -2
Record of `C[C@H]1c2cccc(O)c2C(O)=C2C(=O)[C@]3(O)C(O)=C(C(N)=O)C(=O)[C@@H](N(C)C)[C@@H]3[C@@H](O)[C@@H]21` : CXCR6 inh: 2; APJ antag: 15; APJ ag: 1; UBC13 inh: 11; CCR6 antag: -1; EBI2 block: -1; ATG4B inhibitor: 40*; Gli-Sufu antag: 0

Additional structures.
#	SMILES	CXCR6 inh	APJ antag	APJ ag	UBC13 inh
13	C[C@@H](O)CC(=O)O	-2&2	3&-8	-2&-5	16&5
14	CCCc1cc(C(N)=S)ccn1	-2	20	-4	12
15	CC(=O)OCC(=O)C1(O)CCC2C3CCC4=CC(=O)C=CC4(C)C3(F)C(O)CC21C (centres undefined)	1	.	.	.
16	Nc1ncnc(Nc2ccccc2)n1	0	6	-5	-6
17	CCN(CC)CCOC(=O)C(c1ccccc1)c1ccccc1	0	11	-4	-3
18	CCCN(CCC)C(=O)C(CCC(=O)O)NC(=O)c1ccccc1 (centres undefined)	-2	-1&12	1&1	1&2
19	C[C@]12CC[C@H]3C(=CCc4cc(O)ccc43)[C@@H]1CCC2=O	-9	-9	-2	8
20	O=C1CCc2cc(OCCCCc3nnnn3C3CCCCC3)ccc2N1	3	20	1	0
21	COc1cc(NC(=O)c2cc(C3CC3)on2)c(OC)cc1Cl	1	3	-5	8
22	COc1cc(C(=O)NCCCCCC(=O)O)cc(OC)c1OC	6	8	-2	17
23	CC(=O)N(CC(O)CO)c1c(I)c(C(=O)NCC(O)CO)c(I)c(C(=O)NCC(O)CO)c1I (centres undefined)	-5	9	-4	-8
24	O=c1c(O[C@@H]2O[C@H](CO)C(O)C2O)c(-c2ccc(O)c(O)c2)oc2cc(O)cc(O)c12 (some centres undefined)	21	17	-3	13

#	CCR6 antag	EBI2 block	ATG4B inhibitor	Gli-Sufu antag
13	3&5	5&-5	5&-1	-4&-7
14	14	-3	-1	-17
15	11	8	-2	14
16	-7	-4	11	10
17	1	-1	-3	0
18	-9	-5	7	11
19	0	23	-12	-20
20	-5	1	-6	14
21	22	6	-3	8
22	2	1	6	-1
23	2	-8	-5	-2
24	10	-11	-1	3

(cont.)
#	SMILES	CXCR6 inh	APJ antag	APJ ag	UBC13 inh
25	CN1CCC(=C2c3ccccc3CC(=O)c3sccc32)CC1	4&4&7	8&26	-3&4	-3&0
26	CCCCOC(=O)c1ccc(N)cc1	1	9	-2	-3
27	OCCOCCN1CCN(C(c2ccccc2)c2ccc(Cl)cc2)CC1 (centres undefined)	6	-6	-6	21
28	COc1cc(C)nc(-n2nc(C)cc2OC)n1	2	-1	3	4
29	OCC(O)CN1CCN(c2ccccc2)CC1 (centres undefined)	4	4	-2	7
30	O=C(NCCN1CCOCC1)c1ccc(Cl)cc1	2	16	-2	-7
31	CN(C)C(=N)N=C(N)N	0	-9	-1	-8
32	CN1CCN(CCCN2c3ccccc3Sc3ccc(S(=O)(=O)N(C)C)cc32)CC1	-6	8	-3	36
33	CCCCCCCCCC(=O)O	-1	-2	-3	8
34	O=C(O)CCCCCCCC(=O)O	0	2	-4	-1
35	Cc1oncc1C(=O)Nc1ccc(C(F)(F)F)cc1	7	15	1	0
36	CN=C(N)NC(=O)Nc1c(C)cccc1C	2	-10	2	4

#	CCR6 antag	EBI2 block	ATG4B inhibitor	Gli-Sufu antag
25	13&4&18	0&3&7	-7&2&3	10&53&11
26	14	-4	2	-25
27	5	4	-10	8
28	7	-9	1	13
29	3	2	-1	22
30	-3	8	6	-12
31	5	0	-2	11
32	17	0	-5	13
33	-10	0	-11	-2
34	11	-6	-1	-6
35	8	1	-3	-46
36	1	0	0	6

Next section
#	SMILES	CXCR6 inh	APJ antag	APJ ag	UBC13 inh
37	CC(C)(C(=O)c1cccnc1)c1cccnc1	0	18	-1	-4
38	O=C1c2c(O)cccc2C(C2OC(CO)[C@@H](O)[C@H](O)[C@H]2O)c2cc(CO)cc(O)c21 (some centres undefined)	-8	-3	1	-4
39	CC[C@]12CCCN3CCc4c(n(c5ccccc45)[C@@](O)(C(=O)OC)C1)[C@@H]32	5	-4	-4	0
40	COc1c(O)cc2c(c1O)[C@@H]1O[C@H](CO)[C@@H](O)[C@H](O)[C@H]1OC2=O	-1	20	-2	3
41	COc1cc2c(c(OC)c1OC)-c1c(cc(OC)c(OC)c1OC)C[C@H](C)[C@H](C)C2	15	14	-4	1
42	CN(C)CCC[C@@]1(c2ccc(F)cc2)OCc2cc(C#N)ccc21	7	0	-3	13
43	COc1ccc(S(=O)(=O)Nc2nnc(CC(C)C)s2)cc1	7	4	-4	9
44	CN(C)CCOC(=O)C(c1ccccc1)C1(O)CCCC1 (centres undefined)	-2	24	1	1
45	O=C(c1ccccc1)c1ccc2n1CCC2C(=O)O (centres undefined)	2	16	1	-11
46	Oc1cc2c(cc1O)C1c3ccc(O)c(O)c3OCC1(O)C2 (centres undefined)	17	-45	-7	9
47	CC1CCc2c(N3CCC(O)CC3)c(F)cc3c(=O)c(C(=O)O)cn1c23 (centres undefined)	1	6	12	27
48	CCOC(=O)Nc1ccc(NCc2ccc(F)cc2)nc1N	-12	-3	19	-29

#	CCR6 antag	EBI2 block	ATG4B inhibitor	Gli-Sufu antag
37	7	2	3	29
38	13	-13	3	-11
39	-6	6	-9	9
40	-10	-6	-2	-4
41	20	0	1	-8
42	-3	3	1	-1
43	0	-9	-7	5
44	3	-4	3	-3
45	0	-2	-6	-16
46	39	-18	-23	-1
47	0	1	4	-4
48	-13	-3	29	4

4 entries from above, field by field:
#43 COc1ccc(S(=O)(=O)Nc2nnc(CC(C)C)s2)cc1
  CXCR6 inh: 7
  APJ antag: 4
  APJ ag: -4
  UBC13 inh: 9
  CCR6 antag: 0
  EBI2 block: -9
  ATG4B inhibitor: -7
  Gli-Sufu antag: 5

#39 CC[C@]12CCCN3CCc4c(n(c5ccccc45)[C@@](O)(C(=O)OC)C1)[C@@H]32
  CXCR6 inh: 5
  APJ antag: -4
  APJ ag: -4
  UBC13 inh: 0
  CCR6 antag: -6
  EBI2 block: 6
  ATG4B inhibitor: -9
  Gli-Sufu antag: 9

#45 O=C(c1ccccc1)c1ccc2n1CCC2C(=O)O (centres undefined)
  CXCR6 inh: 2
  APJ antag: 16
  APJ ag: 1
  UBC13 inh: -11
  CCR6 antag: 0
  EBI2 block: -2
  ATG4B inhibitor: -6
  Gli-Sufu antag: -16

#47 CC1CCc2c(N3CCC(O)CC3)c(F)cc3c(=O)c(C(=O)O)cn1c23 (centres undefined)
  CXCR6 inh: 1
  APJ antag: 6
  APJ ag: 12
  UBC13 inh: 27
  CCR6 antag: 0
  EBI2 block: 1
  ATG4B inhibitor: 4
  Gli-Sufu antag: -4

More structures:
#	SMILES	CXCR6 inh	APJ antag	APJ ag	UBC13 inh
49	Cc1ccsc1/C=C/C1=NCCCN1C	0&-7&5	-8&-3	2&-4	-15&-2
50	COc1ccc(Sc2ccc(NC(=O)c3ccccc3Cl)cc2C#N)cc1	6	3	-1	39
51	CN1CCN(c2c(F)cc3c(=O)c(C(=O)O)cn4c3c2SCC4)CC1	6	20	-1	18
52	CCOc1ccc(NC(=S)N2CCC(C(O)(c3ccccc3)c3ccccc3)CC2)cc1	2	-14	2	1

#	CCR6 antag	EBI2 block	ATG4B inhibitor	Gli-Sufu antag
49	-5&-4&2	9&-9&-6	1&-2&-1	29&5&7
50	-3	24	18	0
51	-9	-5	-2	0
52	9	44*	12	8

Source: PubChem (Sanford-Burnham Center for Chemical Genomics)
